# mec2-1: NCI yeast anticancer drug screen, S. cerevisiae mec2-1 strain | 79,000 compounds, 9% hits | growth inhibition, % at 50 µM | AID 157;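 further: 0% = growth of vehicle-only cultures of the same strain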
#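 mec2-1 yeast strain, carrying an alteration in DNA damage repair or cell cycle control, was exposed to compounds; growth inhibition was measured relative to vehicle-treated controls.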
# yeast bub3: NCI yeast anticancer drug screen, S. cerevisiae bub3 mutant strain; growth inhibition, % at 50 µM; 78,000 compounds, 9.9% hits;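 further: 0% = growth of vehicle-only cultures of the same strain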
#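 Steps: expose the mutant yeast strain to compound; grow alongside vehicle-treated cultures; measure growth; express inhibition against the vehicle cultures.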
# yeast mlh1 rad18: NCI yeast anticancer drug screen, S. cerevisiae mlh1 rad18 strain; 79,000 compounds, 11% hits; growth inhibition, % at 50 µM;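 further: 0% = growth of vehicle-only cultures of the same strain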
#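 Yeast w/ defined DNA-repair lesions; compound exposure; growth vs vehicle controls → % inhibition.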
# yeast cln2 rad14: NCI yeast anticancer drug screen, S. cerevisiae cln2 rad14 strain; 78,000 compounds, 8.3% hits; growth inhibition, % at 50 µM;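 further: 0% = growth of vehicle-only cultures of the same strain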
#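 Each compound was tested on cln2 rad14 yeast. Inhibition of growth was calculated against vehicle-exposed controls.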
# yeast rad50: NCI yeast anticancer drug screen, S. cerevisiae rad50 strain | growth inhibition, % at 50 µM | AID 155 | 79,000 compounds, 10% hits;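 further: 0% = growth of vehicle-only cultures of the same strain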
#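 Cells are treated with compound, grown, and their growth is then scored against vehicle-only cultures of the same repair-deficient yeast strain.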
# sgs1 mgt1: NCI yeast anticancer drug screen, S. cerevisiae sgs1 mgt1 strain; growth inhibition, % at 50 µM; 78,000 compounds, 10% hits; AID 161;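 further: 0% = growth of vehicle-only cultures of the same strain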
#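 Test agents were incubated with a DNA-repair-mutant yeast strain. Growth was then read and compared against vehicle-treated controls.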
# * = called active by the depositor; · = no result given; & = joins results of further samples; ! = a repeat was not active. No stated cut-off is given here; in the data, active means growth inhibition above about 70%; inactive means the rest.
SMILES,mec2-1,yeast bub3,yeast mlh1 rad18,yeast cln2 rad14,yeast rad50,sgs1 mgt1
NC1C(=O)C2CCCCC2C(=O)C1C(=O)c1ccccc1 (stereo not given),16,74*,48,-55,0,23
S=C(Nc1ccccc1)NC1CCCCCCCCC1,55,31,89*,61,77*,91*
CC(=O)OCCc1cc2ccccc2oc1=O,24,12,9,9,-9,-17
CC(=O)c1ccccc1OC(F)(F)C(F)Cl (stereo not given),-55,·,-38,·,-21,·
CC(=O)Cc1ncn(-c2cc(C)on2)n1,-20,-1,-14,12,-9,-18
CN(C)Cc1ccccc1COC(=O)c1ccc([N+](=O)[O-])cc1Cl,-13,4,-34,-29,-9,11
O=c1[nH]c2cc(Cl)ccc2nc1/C=C(\O)c1ccc(F)cc1,18,-6,27,8,23,17
COc1cccc2c1C(=O)c1c(O)c3c(c(O)c1C2=O)C[C@@](O)(C(O)CO)C[C@@H]3OC1CC(N(Cc2ccccc2)Cc2ccccc2)C(O)C(C)O1 (stereo not given in full),86*,62,84*,45,87*,66
O=C1CN(/C=C(\c2ccccc2)S(=O)Cc2ccccc2)C(=S)N1 (stereo not given),-30,0,-24,-8,-20,-28
CC(=O)C1(C(C)=O)OC2c3ccccc3C=CN2C=C1C=O (stereo not given),1,6,11,4,7,15
CN(C)S(=O)(=O)N1CCCc2ccccc21,9,31,11,7,3,4
O=C(O)c1[nH]c2c([N+](=O)[O-])cc([N+](=O)[O-])cc2c1C(=O)O,-9,-67,1,-35,6,0
O=C(Nc1ccccc1)c1cc2ccccc2oc1=O,-3,-13,10,5,7,-4
Oc1ccc(N=Cc2ccccn2)cc1,2,-19,-14,-18,-1,-1
OCCNc1ncnc2nc[nH]c12,-4,-47,2,66,-18,-12
CCCOc1ccc(C(=O)C(C(c2ccccc2)N2CCOCC2)N2CCOCC2)cc1 (stereo not given),22,36,54,37,-71,21
CCCN(CCC)S(=O)(=O)c1ccc(NC(=O)Oc2ccc([N+](=O)[O-])cc2)cc1,18,6,34,30,42,33
Cc1cc(S(=O)(=O)/N=C(/NN)Nc2ccc(Cl)cc2)c(S)cc1Cl,8,28,30,4,23,20
O=C(CN(C(=O)OC12CC3CC(CC(C3)C1)C2)C(=O)OC12CC3CC(CC(C3)C1)C2)Oc1ccc([N+](=O)[O-])cc1,7,14,-1,32,8,7
CC(Cc1ccco1)(C(=O)O)C(=O)O,16,-12,-12,-1,12,-15
CCc1c(C)c(C)c(C)c(C)c1C(C)=O,-22,6,-27,20,-5,-7
O=C(Oc1ccc(Cl)cc1Cl)Oc1ccc(Cl)cc1Cl,10&12,15&14,21&-14,-16&-13,-3&-17,-13&-1
Cc1ccc(S(=O)(=O)C(Cl)(SCl)Sc2ccccc2)cc1 (stereo not given),41,46,78*,47,64,75*
O=C(NNc1cn[nH]c(=O)c1Cl)/C(=C/c1ccc2c(c1)OCO2)NC(=O)c1ccccc1,4,32,16,-16,28,41
Cc1nc(/C=C2\C(=O)C=Cc3ccccc32)c(O)o1,-6,16,0,-63,8,8
CC1OC(c2ccccc2)OC1C (stereo not given),-5,-19,12,-30,19,-7
CCCCC(=O)OCCc1ccccc1,10,-3,-1,1,21,14
CCCCCCn1c(=O)cc2n(c1=O)CCC2,11,4,-3,11,30,22
C[n+]1c(-c2cccc(OCCCCCCCCCCOc3cccc(-c4c5cc(N)ccc5c5ccc(N)cc5[n+]4C)c3)c2)c2cc(N)ccc2c2ccc(N)cc21,84*,84*,88*,88*,79*,88*
CC1=CC(C)C(C(=O)OCC(C)C)C(C(=O)OCC(C)C)C1 (stereo not given),-6,23,-22,1,-13,-5
COc1cc(C)cc(C(=O)OCc2ccccc2)c1C1=C(Cl)C(=O)C(Cl)=CC1=O,84*,80*,74*,82*,86*,88*
CCCCOC(=O)C(O)Cc1ccoc1 (stereo not given),-34,-14,-14,13,5,-18
COC(=O)c1cc(Br)cc(Br)c1N,-13,4,32,-35,26,0
CC1(C(Cl)(Cl)Cl)C=CC(=NO)C=C1 (stereo not given),21,19,54,30,66,71*
O=S(=O)(Nc1ccc(Cl)cc1C(F)(F)F)c1ccc(F)cc1,-18,-26,9,0,-22,-13
CC1=NN(c2ccccc2)C(=O)CC1,-9,16,5,17,-4,26
COc1cc(C[S+]2CCCC2)c(SC)cc1C[S+]1CCCC1,50,24,23,28,25,40
O=C(CCN1C(=O)c2ccccc2C1=O)Nc1ncc[nH]1,-1,2,-3,4,3,6
O=C(O)CN1C(=O)c2ccc([N+](=O)[O-])cc2C1=O,0,-16,4,-8,-4,2
N#C/C(=C\c1ccc[nH]1)C(=O)c1ccccc1,-12,1,-29,16,-6,-19
O=C(c1ccccc1)c1ccc(NC(=O)C(F)(F)F)cc1,6,0,19,5,16,4
O=C1C2=C(c3ccccc31)C(c1ccc(Cl)cc1)NC(=S)N2 (stereo not given),26,44,60,35,53,58
Cc1ccc(S(=O)(=O)OCCC(C)OS(=O)(=O)c2ccc(C)cc2)cc1 (stereo not given),4,23,6,2,1,12
O=C1NCC2(CCNCC2)N1,17,11,-71,16,-10,6
Cc1nc(N(C(C)C)C(C)C)c(C(C)C)o1,-1,7,24,7,-8,-24

# Individual results from above.
# Cc1ccc(S(=O)(=O)OCCC(C)OS(=O)(=O)c2ccc(C)cc2)cc1 (stereo not given) @ yeast bub3 = 23
# O=C1NCC2(CCNCC2)N1 @ yeast mlh1 rad18 = -71

# Molecules above that have an aryl methoxy group:
SMILES,mec2-1,yeast bub3,yeast mlh1 rad18,yeast cln2 rad14,yeast rad50,sgs1 mgt1
COc1cccc2c1C(=O)c1c(O)c3c(c(O)c1C2=O)C[C@@](O)(C(O)CO)C[C@@H]3OC1CC(N(Cc2ccccc2)Cc2ccccc2)C(O)C(C)O1 (stereo not given in full),86*,62,84*,45,87*,66
COc1cc(C)cc(C(=O)OCc2ccccc2)c1C1=C(Cl)C(=O)C(Cl)=CC1=O,84*,80*,74*,82*,86*,88*
COc1cc(C[S+]2CCCC2)c(SC)cc1C[S+]1CCCC1,50,24,23,28,25,40

# Continuation:
SMILES,mec2-1,yeast bub3,yeast mlh1 rad18,yeast cln2 rad14,yeast rad50,sgs1 mgt1
CCC12OC3(CC)C4C(=O)OC1C1(CC)OC4(CC)C3C(=O)OC21,-6,1,13,-6,-14,5
COc1ccc(COc2ccc([N+](=O)[O-])cc2)cc1,5,-14,-2,-9,-12,-4
O=C1OC(CC(=O)c2ccc(Cl)cc2Cl)C(Cl)=C1Cl (stereo not given),53,58,97*,78*,51,93*
Clc1nc(Cl)c2c(n1)NCCN2,2,-5,0,-47,8,-3
N#CC1CCCC(CBr)C1 (stereo not given),-43,-9,-27,-24,-25,-20
CCCCCCCCCCCCCCCNC(=S)NNC(N)=O,9,12,9,-36,8,7
CCOP(=O)(CCP(=O)(CCP(=O)(OCC)OCC)CCP(=O)(OCC)OCC)OCC,2,-2,-9,-30,-8,-8
CCOC(=O)c1ccc([N+](=O)[O-])cc1,-12,-19,21,-29,-10,-17
Cc1c(O)c2c(c(O)c1Br)C(=O)C=CC2=O,90*,89*,91*,87*,71*,90*
Brc1ccc2c(ccc3c2nnc2ncnn23)c1,22,-2,42,11,42,17
COc1cc(NCCCNc2c3ccc(Cl)cc3nc3ccc(OC)cc23)c2ncccc2c1,24&-14,50&-18,86*!,54&0,79*!,70*!
CSc1ccc(NC(=O)Nc2ccc(F)cc2)cc1,56,54,28,-11,1,44
CC[O-].CC[O-].O=C1C=C([O-])C(=O)c2ccccc21.O=C1C=C([O-])C(=O)c2ccccc21.[Ti+4],14,30,5,26,17,15
Cc1cc(O)c(/C=N/c2nc(-c3cccc([N+](=O)[O-])c3)cs2)c(=O)o1,30,38,64,31,38,51
CCCCCCCC[N+](C)(CCCCCCCC)CCCCCCCC,92*,92*,91*,92*,90*,93*
CCCCOC(=O)CC(C(=O)OCCCC)N1CCNCC1 (stereo not given),-10,-1,-3,-51,0,-4
Cc1c(Cl)cccc1NC(=O)Nc1ccccc1F,8,28,17,19,14,15
O=C1C=CC(Nc2ccc(Cl)c(Cl)c2)C1Nc1ccc(Cl)c(Cl)c1 (stereo not given),36,27,45,29,40,43
Cc1ccc(/C=C/C(=O)c2sc(-c3nc(C)c(C(=O)/C=C/c4ccc(C)cc4)s3)nc2C)cc1,9,-8,-14,17,3,14
O=c1[nH]c2c(Br)cc(Br)cc2c2ccccc12,6,-16,-16,-10,-6,-22
Cc1ccc(C(=O)NC(NC(NC(=O)c2ccc(C)cc2)c2ccc(C)cc2)c2ccc(C)cc2)cc1 (stereo not given),4,6,8,5,7,-18
Cc1csc2n(C)c(=O)c3ccccc3[n+]12,9,-2,33,5,17,-20
Cc1cc(C)c(C2=[N+]([O-])ON3CCc4ccccc4C23)c(C)c1 (stereo not given),-8,-5,-3,4,2,-3
C=CC(=O)CC(O)c1ccc(Cl)cc1 (stereo not given),-7,-8,-17,-17,-3,-9
O=C(C[n+]1cc(Br)cc(Br)c1)c1ccc(Cl)cc1,-16,-30,-8,-14,-10,-13
O=C(Nc1ccc(N=Nc2ccccc2)cc1)C1CC1,48,55,39,-6,5,46
Nc1nc(N)nc(SCC(=O)O)n1,-23,-2,15,3,9,2
Cc1ccc(NC(=O)N(C)C)c(C)c1,-37,16,-10,12,-37,-5
CC(=O)Nc1cc2cc(NC(=O)C(Cl)(Cl)Cl)ccc2oc1=O,-17,-12,-25,1,-24,-5
COc1ccccc1C(O)(c1ccccc1OC)C1(O)CCCCC1,-2,0,1,14,-10,-5

# Profiles as entered above.
# CCCCOC(=O)CC(C(=O)OCCCC)N1CCNCC1 (stereo not given) across the screens: mec2-1 = -10; yeast bub3 = -1; yeast mlh1 rad18 = -3; yeast cln2 rad14 = -51; yeast rad50 = 0; sgs1 mgt1 = -4
# O=C(Nc1ccc(N=Nc2ccccc2)cc1)C1CC1 across the screens: mec2-1 = 48; yeast bub3 = 55; yeast mlh1 rad18 = 39; yeast cln2 rad14 = -6; yeast rad50 = 5; sgs1 mgt1 = 46
# COc1ccccc1C(O)(c1ccccc1OC)C1(O)CCCCC1 across the screens: mec2-1 = -2; yeast bub3 = 0; yeast mlh1 rad18 = 1; yeast cln2 rad14 = 14; yeast rad50 = -10; sgs1 mgt1 = -5

# Next entries.
SMILES,mec2-1,yeast bub3,yeast mlh1 rad18,yeast cln2 rad14,yeast rad50,sgs1 mgt1
O=C(CNC(=O)CNC(=O)OCc1ccccc1)NCC(=O)OCc1ccccc1,6,0,3,9,16,-3
NC(=O)C(CCc1ccccc1)(CCc1ccccc1)c1ccc2ccccc2c1,11,30,46,7,20,-3
CCOc1ccc(N=Nc2ccc3oc(=O)c(/C(C)=N\NC(=O)CC(=O)Nc4ccc(Cl)cc4)cc3c2)cc1,-17,-22,-13,-17,-8,-31
CC(=O)OC1COC(n2nnc(C#N)c2C#N)C(OC(C)=O)C1OC(C)=O (stereo not given),82*,89*,92*,83*,94*,95*
C=CCOCn1ccc(N)nc1=O,-1,-6,-3,7,-3,2
O=C(O)CCC1(c2ccccc2)CCCCC1,14,48,-1,10,6,12
c1ccc2c(c1)c(N1CCCCC1)cc1nc3c(cc(N4CCCCC4)c4ccccc43)nc12,-7,5,-34,-7,0,11
COC(=O)CNN,-19,-7,8,-25,-6,-15
O=C(SCc1ccccc1)N(c1ccccc1)c1ccccc1,12,12,5,22,-1,0
COC1OC(CO)C(O)C(O)C1OS(=O)(=O)c1ccc(C)cc1 (stereo not given),-3,-2,-13,2,6,-10
COc1cc2c(cc1OC)C1(c3ccc(Cl)cc3)ON=C(c3ccccc3)N1CS2 (stereo not given),-15,-1,2,-10,0,6
CN(C)Cc1c(-c2ccccc2)c(-c2ccccc2)c2ccccn12,-22,1,10,3,-7,14
CCc1[nH]c2ccc(C)cc2c1C(=O)c1cccnc1,0,21,8,7,5,16
CC(=O)Nc1ccc(C2SCc3nc4ccccc4n32)cc1 (stereo not given),-11,-25,-49,-34,-22,-32
Cn1c(NN)nc2ccccc2c1=O,-3,-17,-28,6,-34,-27
C=C(C)CS(=O)(=O)O,3,3,2,-13,0,2
Cc1cccc(N=Nc2c(-c3ccccc3)nn(C(N)=S)c2C)c1C,-30,-10,-8,-221,-20,-18
CCN(CC)C(=O)CS(=O)(=O)c1ccc(N)cc1,-8,7,15,24,4,2
COC(=O)C1=C(C(=O)OC)C2(C3C(SC)=CC(C)(C)CC3S1)N(Cc1ccccc1)CCN2Cc1ccccc1 (stereo not given),-5,-9,-27,9,-8,-10
CC(=O)OCC(OC(C)=O)C(OC(C)=O)C(OC(C)=O)C(O)CO (stereo not given),19,25,-4,-6,-1,15
Cc1cc([N+](C)(C)C)c(C(C)C)cc1O,6,11,0,10,0,6
CC(C)(C)NC(NC(C)(C)C)=C(C(Cl)=C(Cl)Cl)[N+](=O)[O-],-10,13,-1,8,-2,-6
Cc1nc(N)nc(Nc2ccccc2)n1,6,5,-5,1,-2,-2

# Source: PubChem BioAssay (NCI)

# Rows were taken by chance. Share with any hit: about 13%.
